NSD2 inh: inhibitors of human histone methyltransferase NSD2; actives 0.54% (n = 310,000); inhibition, % at 12.5 µM; NSD2 peptide methylation, AlphaScreen, 120 min; AID 743445; in the data active means inhibition above about 50%
Target sequence (O96028 whole entry, looked up): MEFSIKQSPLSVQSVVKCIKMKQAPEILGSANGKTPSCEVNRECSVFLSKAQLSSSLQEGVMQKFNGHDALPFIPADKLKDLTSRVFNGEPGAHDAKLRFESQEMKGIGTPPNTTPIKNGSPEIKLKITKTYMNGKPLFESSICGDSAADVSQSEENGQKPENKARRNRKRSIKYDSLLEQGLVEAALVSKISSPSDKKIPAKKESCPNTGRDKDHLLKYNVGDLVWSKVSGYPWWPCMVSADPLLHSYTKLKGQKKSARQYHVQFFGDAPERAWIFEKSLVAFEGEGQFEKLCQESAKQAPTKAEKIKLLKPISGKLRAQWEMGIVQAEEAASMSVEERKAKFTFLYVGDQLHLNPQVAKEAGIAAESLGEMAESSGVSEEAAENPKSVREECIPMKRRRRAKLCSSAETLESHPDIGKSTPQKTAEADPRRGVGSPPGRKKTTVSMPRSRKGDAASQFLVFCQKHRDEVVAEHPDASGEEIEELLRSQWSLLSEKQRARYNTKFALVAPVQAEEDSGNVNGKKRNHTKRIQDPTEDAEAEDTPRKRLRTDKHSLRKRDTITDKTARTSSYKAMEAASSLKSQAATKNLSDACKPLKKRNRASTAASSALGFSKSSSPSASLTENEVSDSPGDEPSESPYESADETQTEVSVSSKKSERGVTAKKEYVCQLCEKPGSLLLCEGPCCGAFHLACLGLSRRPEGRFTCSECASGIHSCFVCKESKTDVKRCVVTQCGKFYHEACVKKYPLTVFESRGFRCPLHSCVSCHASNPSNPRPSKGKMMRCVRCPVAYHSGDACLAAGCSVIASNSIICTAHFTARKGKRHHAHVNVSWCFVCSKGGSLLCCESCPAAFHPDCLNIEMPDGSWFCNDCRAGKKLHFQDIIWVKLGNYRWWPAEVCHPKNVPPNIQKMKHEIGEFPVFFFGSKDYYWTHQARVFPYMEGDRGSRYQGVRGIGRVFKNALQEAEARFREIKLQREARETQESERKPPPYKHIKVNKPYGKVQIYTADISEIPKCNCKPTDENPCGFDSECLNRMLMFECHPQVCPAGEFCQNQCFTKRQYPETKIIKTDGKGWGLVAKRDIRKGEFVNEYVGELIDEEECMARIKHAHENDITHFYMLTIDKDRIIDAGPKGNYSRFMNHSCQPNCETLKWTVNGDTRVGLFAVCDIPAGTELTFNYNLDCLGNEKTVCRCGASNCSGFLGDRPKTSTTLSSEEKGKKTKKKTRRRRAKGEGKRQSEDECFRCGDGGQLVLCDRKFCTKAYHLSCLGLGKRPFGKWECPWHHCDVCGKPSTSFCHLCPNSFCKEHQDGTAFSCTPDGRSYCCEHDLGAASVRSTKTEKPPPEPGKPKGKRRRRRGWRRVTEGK
Wnt act: Wnt/beta-catenin pathway activation | AID 743398 | activation, % at 9.35 µM | actives 1.2% (n = 300,000) | Wnt/beta-catenin reporter cell assay, activator, plate reader; in the data active means activation above about 30%, passing the limit was not always enough;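 further: 0% = neutral control wells and 100% = positive control wells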
* marks the source's active call; other numbers are inactive results.

Sample of the layout:
What do the screens show for `CCCCn1nnnc1C(c1cc2ccccc2o1)N1CCN(C(=O)OC(C)(C)C)CC1` (centres undefined)?
Wnt act: -2.2

How did COc1ccc([C@H]2C[C@@H](O)C[C@@H](CCn3cc(-c4ccccc4)nn3)O2)cc1 do in these assays?
Wnt act: -3.6

Results for C[C@H]1COc2cccc(N3CCC[C@@H]3CO)c2S(=O)(=O)N1 ?
Wnt act: 0.5

Results for COC(=O)C1(C(=O)OC)C[C@H](c2ccccc2)N(Cc2ccccc2OC)[C@@H]1c1ccccc1 ?
Wnt act: -4.3

How did CCCCCCc1ccc(-c2ccc(C#N)cc2)cc1 do in these assays?
Wnt act: 3.6

Results for CCCCCCCCN1C(=O)[C@H](CC(=O)NCc2cccc3ccccc23)C[C@@]2(C(=O)OC)CC(C)(C)CC=C12 ?
Wnt act: -8.7

How did CCCCCNC(=O)C1C(=O)Nc2ccccc2C(=O)N1C(C)(C)C (centres undefined) do in these assays?
Wnt act: -2.7

Results for CCOC(=O)CC1(C)N(S(=O)(=O)c2ccc(C)cc2)c2ccccc2N1S(=O)(=O)c1ccc(C)cc1 ?
Wnt act: -0.2

What do the screens show for `CN(C)CC(=O)N[C@@H]1C=C[C@@H](CC(=O)NCCN2CCCCC2)O[C@@H]1CO`?
Wnt act: -2.3

How did O=S1(=O)CCSC[C@@H](CNCc2ccco2)N1 do in these assays?
Wnt act: -0.8

Results for CC1=CC(=O)C2=C(C)CCC3C(C)C(=O)OC3C12 (centres undefined) ?
Wnt act: -0.3

Results (from the top)
What do the screens show for `CCCCn1nnnc1C(c1cc2ccccc2o1)N1CCN(C(=O)OC(C)(C)C)CC1` (centres undefined)?
Wnt act: -2.2

How did COc1ccc([C@H]2C[C@@H](O)C[C@@H](CCn3cc(-c4ccccc4)nn3)O2)cc1 do in these assays?
Wnt act: -3.6

Results for C[C@H]1COc2cccc(N3CCC[C@@H]3CO)c2S(=O)(=O)N1 ?
Wnt act: 0.5

Results for COC(=O)C1(C(=O)OC)C[C@H](c2ccccc2)N(Cc2ccccc2OC)[C@@H]1c1ccccc1 ?
Wnt act: -4.3

How did CCCCCCc1ccc(-c2ccc(C#N)cc2)cc1 do in these assays?
Wnt act: 3.6

Results for CCCCCCCCN1C(=O)[C@H](CC(=O)NCc2cccc3ccccc23)C[C@@]2(C(=O)OC)CC(C)(C)CC=C12 ?
Wnt act: -8.7

How did CCCCCNC(=O)C1C(=O)Nc2ccccc2C(=O)N1C(C)(C)C (centres undefined) do in these assays?
Wnt act: -2.7

Results for CCOC(=O)CC1(C)N(S(=O)(=O)c2ccc(C)cc2)c2ccccc2N1S(=O)(=O)c1ccc(C)cc1 ?
Wnt act: -0.2

What do the screens show for `CN(C)CC(=O)N[C@@H]1C=C[C@@H](CC(=O)NCCN2CCCCC2)O[C@@H]1CO`?
Wnt act: -2.3

How did O=S1(=O)CCSC[C@@H](CNCc2ccco2)N1 do in these assays?
Wnt act: -0.8

Results for CC1=CC(=O)C2=C(C)CCC3C(C)C(=O)OC3C12 (centres undefined) ?
Wnt act: -0.3

Results for CCCCNc1c(CC(C)C)nc2nc(C)cc(C)n12 ?
Wnt act: 3.9

What do the screens show for `CCCCn1nnnc1C(c1ccccc1)N1CCN(C)CC1` (centres undefined)?
Wnt act: -1.6

How did CS(=O)(=O)c1ccc(C(=O)OCC(=O)N2CCN(CCC3CCCCC3)CC2)cc1[N+](=O)[O-] do in these assays?
Wnt act: -2.7

What do the screens show for `COCCCNC(=O)C[C@@H]1C[C@@]2(C(=O)OC)CCCCC=C2N(Cc2ccc(Cl)cc2Cl)C1=O`?
Wnt act: -0.3

Results for O=C(NS(=O)(=O)c1ccccc1[N+](=O)[O-])[C@H]1O[C@@H](n2ccc(=O)[nH]c2=O)[C@H](O)[C@@H]1O ?
Wnt act: -0.7

How did O=C(/C=C/[C@H]1O[C@@H](n2cnc3c(NC(=O)c4ccccc4)ncnc32)[C@H](O)[C@@H]1O)NCC1CCCO1 (some centres undefined) do in these assays?
Wnt act: -0.5

How did COc1cc(C(=O)C(=O)N2CCN(c3ccccc3)CC2)cc2ccccc12 do in these assays?
Wnt act: 1.4

How did C=CCNC(=O)c1ccsc1N do in these assays?
Wnt act: -1.3

What do the screens show for `CCOC1CCCc2oc(-c3ccc(OC)cc3)c(C(=O)NCCCCO)c21` (centres undefined)?
Wnt act: -0.2

How did COC(=O)C1=C(C)N(C)C(=NCC2CC2)NC1c1cccc(C(F)(F)F)c1 (centres undefined) do in these assays?
Wnt act: -1.3

How did Brc1cccc(-c2nc3c4ccccc4ccn3c2Cc2ccccc2)c1 do in these assays?
Wnt act: -1.2

Results for Cc1cccc(C)c1N1C(=O)c2ccccc2NC(=O)C1C(=O)Nc1ccc(N2CCOCC2)cc1 (centres undefined) ?
Wnt act: 0.0

How did COc1ccccc1CNc1ccc2c(c1)OC[C@H](CC(C)C)NS2(=O)=O do in these assays?
Wnt act: -2.5

Results for COc1ccccc1C(CC(=O)c1ccccc1)C(=O)c1ccccc1 (centres undefined) ?
Wnt act: -2.4

How did CCCCC[C@@H](C)N1C[C@@H](COCc2ccccc2)Oc2cc(N3CCC[C@@H]3COC)ccc2S1(=O)=O do in these assays?
Wnt act: -0.4

What do the screens show for `CC(=O)N1c2ccccc2N=C(c2ccc(C(F)(F)F)cc2)C1C(=O)NC(C)C` (centres undefined)?
Wnt act: 4.8

Results for Cn1nnc2c(C(N)=O)ncn2c1=O ?
Wnt act: -3.8

How did O=C1c2ccccc2C(c2nnnn2-c2ccc3c(c2)OCCO3)N1Cc1cccs1 (centres undefined) do in these assays?
Wnt act: 0.3

What do the screens show for `COC(=O)[C@]12CCCCC=C1N(Cc1ccccc1)C(=O)[C@H](CC(=O)NCc1ccc(OC)c(OC)c1)C2`?
Wnt act: -0.3

Results for Cc1cc(Br)cn2c(Cc3ccsc3)c(-c3ccco3)nc12 ?
Wnt act: 0.3

How did Nc1nc2c(ncn2[C@@H]2O[C@H](C(=O)N[C@H](Cc3ccccc3)C(=O)NCc3ccccc3)[C@@H](O)[C@H]2O)c(=O)[nH]1 do in these assays?
Wnt act: 1.2

What do the screens show for `COc1ccc(C(C(=O)NC(C)(C)C)n2c(=O)c(-c3cc4ccccc4[nH]3)nc3ccccc32)cc1` (centres undefined)?
Wnt act: 3.5

Results for COc1cccc(-c2nc3nc(C)cc(C)n3c2NCc2ccccc2)c1 ?
Wnt act: 1.1

What do the screens show for `O=C(CCc1c[nH]c2ccccc12)Nc1ccc(Nc2cccnc2)c(Br)c1`?
Wnt act: -3.9

Results for C[C@@H]1CCCN1[C@H]1CS(=O)(=O)N[C@@H]1COCc1ccccc1 ?
Wnt act: -0.7

How did CCOC1=C2CN(S(=O)(=O)c3ccc(C)cc3)C(c3ccc(CC)cc3)CC2n2c(=O)n(-c3ccccc3)c(=O)n2C1 (centres undefined) do in these assays?
Wnt act: -2.0

Results for Cc1cc(C)n2c(NC3CCCC3)c(-c3cc4ccccc4o3)nc2n1 ?
Wnt act: 23.0

How did CC(C)[C@H](NC(=O)[C@@H](N)Cc1ccccc1)C(=O)N1CCC2CCN(Cc3ccccc3)CC21 (some centres undefined) do in these assays?
Wnt act: -3.3

How did COc1ccc(-c2nc3ccc(Cl)cn3c2Cc2cccc(Cl)c2)cc1OC do in these assays?
Wnt act: -1.7

How did CCCCCCCCN1C(=O)[C@H](CC(=O)NCCCOC)C[C@@]2(C(=O)OCC)CCCC=C12 do in these assays?
Wnt act: 1.0

How did Cc1cn([C@H]2C[C@H](O)[C@@H](/C=C/C(=O)NCCN3CCCCC3)O2)c(=O)[nH]c1=O do in these assays?
Wnt act: -3.3

How did COC(=O)c1cc2c(c3c4cc(F)ccc4n(S(=O)(=O)c4ccc(C)cc4)c13)C(=O)N(c1ccc(OC)cc1)C2 do in these assays?
Wnt act: 9.1

Results for CCCS(=O)(=O)NC(=O)C1(C)CCCN(C(=O)c2ccc(OC)cc2)C1 (centres undefined) ?
NSD2 inh: -4.3

What do the screens show for `CCn1c2ccccc2c2cc(C=NNC(=O)c3cc(-c4ccc(OC)cc4)n[nH]3)ccc21`?
NSD2 inh: -2.6

How did CC(=C\c1ccccc1)/C=C1/SC(=S)N(CCC(=O)Nc2ccccn2)C1=O do in these assays?
NSD2 inh: -0.1

How did CCC[C@H]1[C@@H](NCC2CCCCC2)CC[C@@]23CCCN2C(=O)CCC[C@@H]13 do in these assays?
NSD2 inh: -1.3

Results for C/C(C=Nn1c(-c2ccc(F)cc2)n[nH]c1=S)=C/c1ccco1 ?
NSD2 inh: 61.1*

Results for O=C(CN1C(=O)c2ccccc2C1=O)C(O)CN1C(=O)c2ccccc2C1=O (centres undefined) ?
NSD2 inh: -2.0

What do the screens show for `COc1ccc(NC(=O)C2Cc3c(-c4ccc5c(c4)OCO5)ccnc3O2)cn1` (centres undefined)?
NSD2 inh: 0.6

What do the screens show for `COC(=O)c1sccc1-c1ccc(C(N)=O)o1`?
NSD2 inh: 6.1

Results for Cc1ccc(-n2c(SCC(=O)Nc3cccc4ccccc34)nnc2-c2cccs2)cc1 ?
NSD2 inh: -0.6

Results for COC(=O)N[C@H](C(=O)N[C@@H](Cc1ccccc1)[C@@H](O)CN(Cc1ccc(-c2ccccn2)cc1)NC(=O)[C@@H](NC(=O)OC)C(C)(C)C)C(C)(C)C ?
NSD2 inh: 6.9

Results for CCN(Cc1ccncc1)C(=O)c1cccc(S(=O)(=O)N(C)c2ccccc2)c1 ?
NSD2 inh: -0.2

How did CCCn1c(=NC(=O)c2c(-c3c(F)cccc3Cl)noc2C)c(C(=O)OCC)cc2c(=O)n3ccccc3nc21 do in these assays?
NSD2 inh: -1.9

Results for CS(=O)(=O)Nc1cccc(NC(=O)c2cccc3c(-c4cccnc4)coc23)c1 ?
NSD2 inh: 5.0

Results for CC1(C)CC(N=C2C=CC3=NC45CCCCC4CC4=C(CCCC4)N5C3=C2)CC(C)(C)N1 (centres undefined) ?
NSD2 inh: 64.5*

What do the screens show for `Cc1ccc(NCN2C(=O)c3ccccc3C2=O)c(C)n1`?
NSD2 inh: 10.2

What do the screens show for `COc1ccccc1-c1nnc2n1N=C(c1ccc3c(c1)OCO3)CS2`?
NSD2 inh: 0.3

How did C/C(=N/NC(=O)Cc1cccs1)c1cccc([N+](=O)[O-])c1 do in these assays?
NSD2 inh: -1.0

How did COc1ccc(CCNC2=CC(=O)CCC2)cc1OC do in these assays?
NSD2 inh: -2.3

What do the screens show for `O=C(CN1CCN(Cc2ccccc2Cl)CC1)N/N=C\c1ccccc1F`?
NSD2 inh: -3.8

What do the screens show for `O=C(CCn1nnc(-c2cccs2)n1)N1CCOCC1`?
NSD2 inh: 7.8

What do the screens show for `COc1cccc(/C=N\N2CCN(c3ccc(C)cc3)CC2)c1O`?
NSD2 inh: 0.5

What do the screens show for `COCCNC(=O)C1CCCN(C(=O)c2ccc3ccccc3n2)CC1` (centres undefined)?
NSD2 inh: -4.2

What do the screens show for `CCCOc1ccc(C2C(C(=O)c3ccco3)=C(O)C(=O)N2CCN2CCOCC2)cc1OC` (centres undefined)?
NSD2 inh: -3.7

What do the screens show for `CSCCC(NC(=O)c1cccc(C)c1)C(=O)OCC(=O)N1CCOCC1` (centres undefined)?
NSD2 inh: -1.7

How did Clc1ccc(-n2c(SCc3cccc4ccccc34)nnc2-c2ccccn2)cc1 do in these assays?
NSD2 inh: 0.6

How did Cc1cccc(NC(=O)CSc2ncnc3sc4c(c23)CCCC4)c1 do in these assays?
NSD2 inh: -1.8

Results for Cc1ccc(OCc2nnc(SCC(=O)Nc3cccc4ccccc34)n2Cc2ccco2)cc1 ?
NSD2 inh: 1.8

Results for CCn1c(COc2ccc(C)cc2)nnc1SCC(=O)Nc1ccc(Oc2ccccc2)cc1 ?
NSD2 inh: -3.2

How did CCN(CC)CCCNC(=O)CC1Oc2ccccc2NC1=O (centres undefined) do in these assays?
NSD2 inh: 4.3

Results for CCOC(=O)c1[nH]c2cc3c(cc2c1NC(=O)CN1CCCCC1C)OCO3 (centres undefined) ?
NSD2 inh: -40.8

Results for Cc1cccc(-c2nnc(SCC(=O)Nc3ccc(-c4nc5ccc(C)cc5s4)cc3)n2Cc2ccco2)c1 ?
NSD2 inh: 6.5

Results for FC(F)(F)c1cccc(N2CCN(C(=S)Nc3nccc4ccccc34)CC2)c1 ?
NSD2 inh: -2.7

Results for Cc1ccc(NC(=O)Cn2cnc3sc(C(=O)NCCN(C)C)c(C)c3c2=O)cc1Cl ?
NSD2 inh: 1.5

What do the screens show for `CN1C2=N[C@H](c3ccccc3Br)CC(=O)N2/C(=C\c2ccccc2)[C@@H]1c1ccccc1`?
NSD2 inh: -0.7

What do the screens show for `Nn1c(SCC(=O)Nc2cccc3ccccc23)nnc1-c1cc(-c2ccccc2)n[nH]1`?
NSD2 inh: 26.2

Results for Clc1ccc([C@H]2OC[C@@]3(CNCc4ccc5c(c4)OCO5)CS[C@H](c4ccc(Cl)cc4)N23)cc1 ?
NSD2 inh: 12.5

Results for O=C(NN=Cc1ccc(-c2ccccc2)cc1)c1cc(-c2ccc(Cl)cc2)n[nH]1 ?
NSD2 inh: -21.4

How did O=C(CSc1nnc2c3ccccc3c3ccccc3c2n1)Nc1ccccc1 do in these assays?
NSD2 inh: 9.3

What do the screens show for `CC1CN(c2nc3ccccc3nc2SCC(=O)N2CCN(S(=O)(=O)c3ccc(F)cc3)CC2)CC(C)O1` (centres undefined)?
NSD2 inh: -6.1

Results for O=C(CSc1nnc(-c2ccccc2)n1-c1ccc(Cl)cc1)c1ccc(F)cc1 ?
NSD2 inh: 1.1

How did O=C(Nc1cccnc1)C1Cc2c(-c3ccc4c(c3)OCO4)ccnc2O1 (centres undefined) do in these assays?
NSD2 inh: 5.1

What do the screens show for `O=C(CSc1nnc(-c2ccccc2)o1)n1c2c(c3ccccc31)CCCC2`?
NSD2 inh: -1.2

Results for Nc1c(S(=O)(=O)c2cccs2)c2nc3ccccc3nc2n1CCc1ccccc1 ?
NSD2 inh: -3.3

How did COc1cc2c(cc1NC(=O)CSc1nnc(-c3ccccn3)n1-c1ccccc1)oc1ccccc12 do in these assays?
NSD2 inh: -7.8

Results for Cc1ccccc1NC(=O)CCS(=O)(=O)c1ccccc1 ?
NSD2 inh: 4.3

Screens deposited in PubChem by Broad Institute.

Not all compounds are listed. The share of hits here may be higher or lower than overall.
